# zVAD death inh – inhibitors of zVAD-triggered necroptosis, primary screen, L929 cells; viability rescue, % at 10 µM; L929 zVAD necroptosis rescue, ATP luminescence, 24 h; with zVAD 60 µM; 0.38% of 220,000 active;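 active means activation, scaled between plate controls, above about 75%, limit read from the data; inactive means activation under that limit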;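 further: 0% = zVAD with DMSO and 100% = DMSO alone without zVAD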
# EP2 modulator – EP2 receptor modulators, cAMP readout, primary screen, cell-based, HTRF cAMP, PGE2 stimulation. 0.83% of 260,000 active. Prostaglandin E2 receptor EP2 subtype (Homo sapiens), P43116. AID 940, 2007. induction, % at 25 µM. EP2-expressing cells, cAMP HTRF FRET, PGE2 co-stimulation;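 active means compounds whose cAMP rise, as percent of the full-agonist control response, exceeds 60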;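 further: rat C6 glioma line stably carrying human EP2 under a CMV promoter; the protocol text gives 20 µM as final concentration; 100% = response of wells given 1 µM PGE2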
# Target sequence (P43116 whole entry, looked up): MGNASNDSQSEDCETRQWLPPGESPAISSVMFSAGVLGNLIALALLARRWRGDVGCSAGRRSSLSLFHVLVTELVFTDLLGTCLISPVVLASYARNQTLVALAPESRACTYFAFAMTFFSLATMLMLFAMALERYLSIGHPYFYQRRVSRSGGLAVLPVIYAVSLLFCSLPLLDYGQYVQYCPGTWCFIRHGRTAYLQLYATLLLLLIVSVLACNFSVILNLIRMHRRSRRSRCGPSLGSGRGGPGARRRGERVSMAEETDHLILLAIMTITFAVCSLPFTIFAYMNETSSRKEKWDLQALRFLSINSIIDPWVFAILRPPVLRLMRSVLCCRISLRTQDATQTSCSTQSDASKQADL
# TNF death inh – inhibitors of TNF-alpha triggered necroptosis, primary screen, cell-based, Jurkat FADD-/-, single concentration; Jurkat FADD-/- TNF necroptosis rescue, ATP luminescence, 24 h; 0 = TNF only, 100 = no-TNF cells; activation (protection from cell death), % at 10 µM; 0.068% of 220,000 active;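 active means activation, meaning protection from cell death, of at least 50% relative to plate controls; inactive means activation below 50%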;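 further: necroptosis triggered by 40 ng/mL TNF-alpha added together with compound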
# RBBP9 inhibitor – human RBBP9 inhibitors, primary screen, biochemical, fluorescence polarization, FP-Rh probe, HTS | recombinant RBBP9 | Serine hydrolase RBBP9 (Homo sapiens), O75884 | inhibition, % at 7.94 µM | 0.2% of 220,000 active | AID 1515, 2009;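 active means inhibition above the campaign mean of all tested compounds plus 3 SD, cut at about 14% in these data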;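 further: plate controls were DMSO wells with RBBP9 for no effect and wells lacking RBBP9 protein for full effect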
# Target sequence (O75884 whole entry, looked up): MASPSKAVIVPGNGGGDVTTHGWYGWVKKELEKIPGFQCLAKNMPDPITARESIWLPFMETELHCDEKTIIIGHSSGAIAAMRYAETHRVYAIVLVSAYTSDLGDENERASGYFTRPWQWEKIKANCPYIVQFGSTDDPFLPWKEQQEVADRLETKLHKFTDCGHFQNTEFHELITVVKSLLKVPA
#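 Measured by: FP readout at 525/598 nm; material: recombinant human RBBP9; also added: Serine-hydrolase probe FP-Rh, 375 nM pre-mixing; medium: Tris buffer pH 8.0, NaCl, Pluronic; replication: one well per compound; doses: one concentration, 7.94 µM nominal, 0.794% DMSO; timing: preincubation 30 min plus labeling 45 min at 25 °C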
# Runt-CBFb FRET – inhibitors of RUNX1 Runt–CBFb binding, primary screen, biochemical, FRET, Cerulean-Runt, Venus-CBFb, uHTS. Runt-related transcription factor 1 (Homo sapiens) + Core-binding factor subunit beta …. Cerulean-Runt/Venus-CBFb FRET ratio 530/480, 1 h. inhibition, % at 20 µM. 0.46% of 220,000 active;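 active means inhibition over about 50% at 20 µM in the single-dose screen, limit read from the data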;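 further: 0% = DMSO wells and 100% = excess unlabeled CBFb competitor control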
#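 Assay system: Cerulean-Runt domain / Medium: Tris 50 mM pH 7.5, KCl, K2SO4, 0.01% BSA / Timing: protein complex preformed 1 h, compound exposure 1 h, room temperature, dark / Measured by: FRET, excitation 422 nm, emission at 530 and 480 nm / Evaluation: loss of energy transfer signal / Control set: 5 µM unlabeled CBFb as full-inhibition high control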
# PERK inhibitor – block of dimerizer-induced PERK translation repression, primary screen, PERK inhibitor project, CHO PERK-DD cells, SEAP luminescence, HTS; 0.17% of 220,000 active; CHO PERK-DD fusion, SEAP luminescence translation reporter; AID 1416, 2008; inhibition, % at 5.6 µM;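 active means inhibition above the mean inhibition of all tested compounds plus 3 SD, set separately per screening campaign, cut at about 2.9% in these data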;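 further: PERK kinase domain activated by AP20187 dimerizer at 100 nM; 0% = DMSO with dimerizer and 100% = rapamycin at 8.4 µM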
# Hck-Nef inh – inhibitors of Nef-activated human Hck kinase, primary screen, biochemical, Z-Lyte FRET, 384-well, Hck-YEEI; AID 463187, 2010; 0.68% of 220,000 active; Recombinant Hck-YEEI plus Nef, Z-Lyte FRET kinase assay; inhibition, % at 20 µM;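 active means Hck-Nef kinase inhibition above about 50%, limit read from the data; inactive means inhibition below that limit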;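 further: 0% = DMSO with Hck plus Nef and 100% = Hck alone without Nef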
# Runt-SMMHC FRET – inhibitors of RUNX1 Runt–CBFb-SMMHC binding, primary screen, biochemical, FRET, Cerulean-Runt, Venus-CBFb-SMMHC, uHTS; Runt-related transcription factor 1 (Homo sapiens) + Core-binding factor subunit beta …; Cerulean-Runt/Venus-CBFb-SMMHC FRET ratio 530/480, 1 h; inhibition, % at 20 µM; 0.74% of 220,000 active;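 active means mean inhibition across duplicate retests at 20 µM reaching about 50%, limit read from the data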;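 further: 0% = DMSO wells and 100% = wells with excess untagged CBFb-SMMHC; inhibitors lower the FRET ratio by blocking Runt binding to CBFb-SMMHC; some results filed as inactive read as strong as hits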
# PGE2 EP2 inh – human EP2 receptor antagonists, primary screen, TR-FRET cAMP, C6 glioma cells; C6 glioma cells expressing human EP2; cells stimulated with saturating PGE2; 0.52% of 260,000 active; AID 1422, 2008; inhibition, % at 25 µM;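 active means percent inhibition above 40 after rounding to a whole number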;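 further: rat C6 glioma host cells with rolipram phosphodiesterase inhibitor present; the protocol text gives 20 µM as final concentration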
# Numbers without * were called inactive; x = no result given.
# Results follow in this order: zVAD death inh	EP2 modulator	TNF death inh	RBBP9 inhibitor	Runt-CBFb FRET	PERK inhibitor	Hck-Nef inh	Runt-SMMHC FRET	PGE2 EP2 inh
> CCCSC1=NN2CCCC(=O)N=C2S1
→ -0.9	16	1.6	-8	2	0.2	14	-2	2
> CCOC(=O)c1nc2c(ccc3ccccc32)cc1C
→ 2.2	30	3.5	-8	-3	-0.1	19	-3	8
> CN(CC(=O)O/N=C(\N)c1ccc([N+](=O)[O-])cc1)S(=O)(=O)c1ccccc1
→ 0.5	3	0.6	-4	0	-0.9	0	1	3
> Cc1cccc(CS(=O)(=O)Cc2ccc(C(=O)O)o2)c1
→ 0.4	21	0.0	-5	3	1.2	0	2	5
> CCNc1sc(C(=O)OCC)c(N)c1C#N
→ 4.2	-2	2.7	-9	-2	-0.3	16	2	8
> N#Cc1nc(Cc2cccc3ccccc23)oc1NCC1CCCO1 (stereo not drawn)
→ 0.6	-40	-1.4	-11	-2	-0.2	3	2	9
> Cc1noc(C)c1S(=O)(=O)N1CCC(C(=O)N2CCN(C(=O)c3ccco3)CC2)CC1
→ 1.0	15	0.6	-5	2	0.0	1	0	15
> O=C(c1cc(S(=O)(=O)N2CCOCC2)ccc1F)N1CCCc2ccccc21
→ 0.2	-17	-0.8	-1	1	-0.9	1	1	12
> CC(C)CNC(=O)CN(C1CCCCC1)S(=O)(=O)c1ccccc1
→ 1.8	26	-0.4	-8	-3	-0.6	0	-1	7
> CC1CCN(c2ccc(NC(=O)c3ccccc3[N+](=O)[O-])cc2)CC1
→ 1.3	-18	1.8	-6	1	-0.5	21	-4	2
> COc1ccc(OC)c(-c2cc(C3CCN(c4cc(Cl)nc(N)n4)CC3)[nH]n2)c1
→ 0.0	-38	-18	-1	-6	-1.4	0	-8	x
> O=c1cc(COn2nnc3ccc(C(F)(F)F)cc32)nc2sccn12
→ 0.1	22	-1.3	-8	-8	0.7	2	-7	8
> Cc1ccc(C)c(N2CCN(C(=O)C3CCN(c4nc(C)cc(C)n4)CC3)CC2)c1
→ 0.6	14	-9.2	-5	-5	0.0	-3	-2	6
> O=C(CCC(NC(=O)OCc1ccccc1)C(=O)OCc1ccccc1)NCC(=O)OCc1ccccc1 (stereo not drawn)
→ 0.0	42	0.9	-11	-7	-0.3	3	-5	4
> Cc1cc([N+](=O)[O-])ccc1NC(=O)c1cccc(NC(=O)C(C)C)c1
→ 11	-13	2.0	0	0	0.3	22	6	0
> NNC(=O)c1ccc(Cn2cccn2)o1
→ 0.1	-38	-1.0	-3	1	-0.1	13	-2	0
> CC(C)n1c(O)c(N=Nc2ccccn2)c2ccccc21
→ 1.8	41	0.1	-6	-7	-0.1	5	2	7
> CC(C)CC(=O)c1c[nH]c(C(=O)O)c1
→ 3.3	25	0.0	-10	0	0.8	23	2	8
> O=C(O)C(=O)/C(=C\c1cccc2ccccc12)c1ccc2ccccc2n1
→ -0.3	18	-3.1	11	19	0.5	1	80*	8
> COc1cccc(CNC23CC4CC(CC(C4)C2)C3)c1OCc1ccccc1
→ -0.2	-28	-0.3	-6	0	-0.8	-13	-2	7
> CCC1CCCCN1S(=O)(=O)c1ccccc1[N+](=O)[O-] (stereo not drawn)
→ 0.8	8	-0.3	-6	-3	1.6	1	-1	4
> CC1(C)Cc2c(cnn2-c2ccccc2)-c2c1c1ccccc1n2CC(O)CBr (stereo not drawn)
→ 0.4	9	1.6	4	38	-1.0	1	-10	7
> COc1cc(C(=O)NC(=S)NCc2ccco2)cc(OC)c1OC
→ -0.4	-22	-0.9	-4	0	-1.3	0	1	8
> COc1cc([C@@H]2C[C@H]3CN(c4ccccc4)C(=O)[C@]34CCCN24)cc(OC)c1OC
→ 0.2	7	-2.3	3	0	0.3	1	-4	2
> O=C(O)CCSCc1ccccc1F
→ 0.9	2	2.2	-2	-1	-0.5	-9	-2	10
> CC(C)(C)NC(=O)C(c1ccccc1)N(C(=O)c1ccco1)C1CC1 (stereo not drawn)
→ 0.2	14	-3.5	-3	0	-0.3	3	2	6
> Nc1c(C(=O)NCCc2ccc(Cl)cc2)sc2ccc(S(=O)(=O)N3CCCCC3)cc12
→ 9.7	-2	0.2	-9	2	0.3	0	3	11
> COc1ccc(CNC(=O)CNC(=O)c2c(C)nn(C)c2Cl)cc1
→ 0.6	-1	0.0	-2	0	-0.2	-12	-1	3
> CC(C)NC(=O)CN1C(=O)NC(CCc2ccccc2)C1=O (stereo not drawn)
→ -0.2	19	-0.7	-2	0	2.5	0	4	6
> CC(=O)N(C)c1ccc(NC(=O)COc2ccc(Br)cc2C)cc1
→ 1.0	2	3.2	-4	-3	0.4	5	-1	1

# Reprinted from the part before: 3 entries; new compounds follow.
canonical_smiles,zVAD death inh,EP2 modulator,TNF death inh,RBBP9 inhibitor,Runt-CBFb FRET,PERK inhibitor,Hck-Nef inh,Runt-SMMHC FRET,PGE2 EP2 inh
COc1ccc(CNC(=O)CNC(=O)c2c(C)nn(C)c2Cl)cc1,0.6,-1,0.0,-2,0,-0.2,-12,-1,3
CC(C)NC(=O)CN1C(=O)NC(CCc2ccccc2)C1=O (stereo not drawn),-0.2,19,-0.7,-2,0,2.5,0,4,6
CC(=O)N(C)c1ccc(NC(=O)COc2ccc(Br)cc2C)cc1,1.0,2,3.2,-4,-3,0.4,5,-1,1
CCCc1nn(-c2ccccc2)c2c1C(c1cccs1)C(C#N)=C(N)O2 (stereo not drawn),0.4,10,-2.7,3,-5,0.3,1,1,25
CCOC(=O)c1c(NC(=O)CSc2n[nH]c(N)n2)sc(CC)c1C,8.5,2,1.6,-8,-2,0.4,0,-1,8
Cc1ccnc(NC(=O)c2ccc(N3C(=O)CCC3=O)cc2)c1,0.0,7,-0.9,-1,x,1.0,1,-12,11
Cc1oc2c(c1C(=O)NCc1ccccc1)CCCC2,-0.5,3,-0.8,2,0,1.4,5,-3,6
Cc1onc(-c2ccccc2)c1C(=O)Nc1ccc(S(=O)(=O)NC(C)(C)C)cc1,11,-12,3.9,5,1,-0.1,17,7,6
O=C(CCC(=O)Nc1nnc(C2CCCCC2)s1)NCc1cccs1,1.1,11,0.2,1,3,1.3,2,2,11
O=C(Nc1ccccc1)c1ccc(F)c(S(=O)(=O)N2CCOCC2)c1,6.1,-20,0.9,-9,0,0.3,-4,0,11
CN(C)C(=O)c1snnc1-c1ccccc1,-0.1,5,1.4,4,-1,1.8,-7,1,9
NC(=O)COc1ccc2oc(-c3ccccc3)cc(=O)c2c1,81*,-23,-1.5,-3,-1,0.6,20,1,5
COC(=O)c1ccc(OCCN2C3=NCCN3c3ccccc32)cc1,-0.1,-10,1.8,-6,0,-0.5,-1,0,16
Cc1cc(C)n(-c2nc(C)nc(NCc3ccccc3)n2)n1,0.4,-34,2.0,1,2,-2.0,1,-1,14
CCOc1ccc(NC(=O)N2CCC(NC(=O)C(Cc3ccc(OC)c(OC)c3)NC(C)=O)CC2)cc1 (stereo not drawn),0.0,7,-1.2,-5,4,0.7,2,0,11
Cc1cc(C)nc(SC2CCCCC2O)n1 (stereo not drawn),0.1,19,-1.6,-3,0,0.7,8,0,5
O=C(O)CC1S/C(=N\N=C2CCCCCCC2)N(c2ccccc2)C1=O (stereo not drawn),2.2,26,0.6,-5,-2,0.5,-7,2,7
CCC(C)NC(=O)Nc1ccc(Br)cc1Cl (stereo not drawn),-0.1,-49,0.0,-3,0,1.9,-5,1,1
COc1ccc(NC(=O)CN2C(=O)CSC(C)C2=O)c(OC)c1 (stereo not drawn),0.8,17,1.1,-8,2,1.1,0,2,3
O=C(/C=C/c1ccccc1)Nc1ncn[nH]1,3.0,11,-17,-6,-3,1.1,2,0,6
O=C(Nc1ccc2oc(-c3cccnc3)nc2c1)c1cccnc1,0.1,0,-0.7,-7,-1,0.3,-1,-5,16
O=C(CCN1C(=O)c2ccccc2C1=O)N1CCN(c2ccccc2)CC1,3.4,10,0.0,-4,0,0.1,-3,-1,8
O=C(CSc1nc2[nH]ncc2c(=O)n1-c1ccccc1Br)NCc1ccco1,-1.2,19,-1.5,-1,1,0.1,2,-1,5
COc1cccc(OCC(O)CN2CCOCC2)c1 (stereo not drawn),0.8,15,-0.8,-6,-2,-0.1,-1,-7,12
Cc1cnn(-c2cc(Oc3ccccc3)ncn2)c1,-0.1,21,5.1,-6,-1,1.2,1,0,4
CC(C)CCOP(=O)(c1ccccc1)c1ccccc1,0.1,40,1.4,-7,-12,-0.1,2,-3,15
O=C1CCCC(O)=C1C=NCCc1ccccc1,-0.4,3,1.3,-5,0,0.7,-1,-6,15
N#C/C(=C\c1cccc(O)c1)c1nc2ccccc2o1,0.1,-2,-1.1,-12,1,0.8,30,-2,6
O=c1c2ccccc2ncn1-c1ccccc1C(F)(F)F,2.2,-10,-0.1,-11,1,-0.2,13,2,4

# For convenience, some entries already given:
canonical_smiles,zVAD death inh,EP2 modulator,TNF death inh,RBBP9 inhibitor,Runt-CBFb FRET,PERK inhibitor,Hck-Nef inh,Runt-SMMHC FRET,PGE2 EP2 inh
NC(=O)COc1ccc2oc(-c3ccccc3)cc(=O)c2c1,81*,-23,-1.5,-3,-1,0.6,20,1,5
COC(=O)c1ccc(OCCN2C3=NCCN3c3ccccc32)cc1,-0.1,-10,1.8,-6,0,-0.5,-1,0,16

# This is a subset (hit frequency here may not be typical).
